Bioassay records from PubChem BioAssay.
TGFb SMAD3 inh – inhibitors of TGF-b signaling | HepG2 CAGA-GFP TGF-b/SMAD3 reporter, GFP fluorescence, 18 h; TGF-beta stimulated, 500 pg/mL final | Potency, µM (series often up to 46.1 µM), for the others: at the highest dose activity, negative = inhibition, hits mostly inhibitors | 410,000 compounds, 1.2% hits; note: potency is the fitted concentration of half-maximal effect; % is set by controls: 0 for no effect and ±100 for the full control effect; nearly all actives have a fitted effect of over 65% in size
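GFP signal (ex488/em500-530) from TGF-beta-stimulated HEPG2 CAGA-GFP cells, 500 pg/mL final, 18 h at 37 degrees C in DMEM plus 1% FBS, normalized to unstimulated and DMSO-stimulated controls.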
ATXN2 expr inh – inhibitors of ATXN2 expression | HEK-293 ATXN2-luciferase reporter, luminescence, 24 h | Potency, µM (top dose mostly 57 µM), inactives show top-dose activity change, negative = inhibition, actives largely listed as inhibitors | 360,000 compounds, 0.72% hits; note: potency is the fitted concentration of half-maximal effect; % is set by controls: 0 for no effect and ±100 for the full control effect; nearly all actives have a fitted effect of over 55% in size
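qHTS (up to 57 uM final) was run with 24 h compound exposure of reporter cells at 37 °C. Each well was multiplexed: SteadyGlo luminescence measured ATXN2-luciferase expression after a fluorogenic Gly-Phe-AFC viability readout (25 uM final).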
ATXN viability – reduces viability in counter-screen for ATXN expression inhibitors. 400,000 compounds, 0.49% hits. S2 cells (HEK-293 line with an ATXN2-luciferase reporter) viability, CellTiter-Fluor protease fluorescence, 24 h. Potency, µM (top dose mostly 56.7 µM), actives largely listed as cytotoxic; note: potency is the fitted concentration of half-maximal effect; nearly all actives have a fitted effect of over 40% in size
IL-1B inflam inh – inhibitors of inflammasome signaling (IL-1 beta secretion). THP-1 LPS/ATP IL-1B secretion, AlphaLISA, 16 h; stronger effect = lower value. activity change, % at 57.5 µM. 360,000 compounds, 4.7% hits. AID 743279; in the data active = activity change below about -50%; inconclusive = mostly about -30% to -49%; note: % is set by controls: 0 for no effect and ±100 for the full control effect
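THP-1 cells pretreated 1 hr with compounds (up to 57.5 uM final), then stimulated with LPS (250 ng/mL final) plus ATP (1.25 mM final); secreted IL-1B measured by AlphaLISA after 16 hr, decreased signal indicating inhibition.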
Nrf2 block – inhibitors of Nrf2 signaling; A549 ARE-Fluc reporter, luciferase luminescence, 18-24 h; Potency, µM (doses to about 46 µM), for inactives: top-dose activity change, negative = inhibition, usual class: inhibitors; 360,000 compounds, 2.1% hits; AID 504444; note: potency is the fitted concentration of half-maximal effect; % is set by controls: 0 for no effect and ±100 for the full control effect; nearly all actives have a fitted effect of over 60% in size
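A549 ARE_Fluc cells (5000/well, 5% FBS OPTI-MEM) pre-incubated 2 h, then treated with compounds 18-24 h at 37C/5% CO2 in concentration-response. CellTiter-Fluor viability read first; BugLite luciferase luminescence after 15 min at room temperature gives Nrf2 activity.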
A549 tox – counter-screen for Nrf2 inhibitors: cytotoxicity in A549 cells; A549 ARE-Fluc cells, CellTiter-Fluor viability, 18-24 h; Potency, µM (top dose mostly 46 µM), inactives show at the top dose activity change, negative = cytotoxicity, hits mostly inhibitors; 390,000 compounds, 0.16% hits; note: potency is the fitted concentration of half-maximal effect; % is set by controls: 0 for no effect and ±100 for the full control effect
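A549 ARE_Fluc cells in 5% FBS OPTI-MEM were exposed to compounds in concentration-response for 18-24 h at 37 deg C. Viability was read by CellTiter-Fluor fluorescence (Ex 405/Em 525) after 30 min, before the luciferase read.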
Nrf2 activator – Nrf2 pathway activation | AREc32 ARE-luciferase reporter (MCF7-derived line), luminescence, 24 h | Potency, µM (doses to about 46.1 µM), for inactives: at the top dose activation, most hits filed as activators | 410,000 compounds, 0.31% hits | AID 624171; note: potency is the fitted concentration of half-maximal effect; % of control where 0% means no effect; nearly all actives have a fitted effect of over 65% in size
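Cells of the AREc32 ARE-luciferase line are plated in OPTI-MEM containing 5% FBS and left overnight at 37 deg C. Compounds are pinned in, incubation continues 24 hr, and firefly luciferase signal is then measured.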
MCF10A rerep – inducers of DNA re-replication in MCF 10A breast cells | 350,000 compounds, 2.9% hits | MCF 10A DNA re-replication, Hoechst nuclear intensity, 48 h | Potency, µM (top dose mostly 46.1 µM), for the others: at the highest dose activity, positive = re-replication, usual class: activators | AID 624296; note: potency is the fitted concentration of half-maximal effect; % of control where 0% means no effect; nearly all actives have a fitted effect of over 50% in size
HepG2 tox – kills HepG2 cells in TGF-b inhibitor counter-screen; HepG2 CAGA-GFP viability, ATP luminescence, 18 h; Potency, µM (top dose mostly 46.1 µM), for inactives: at the top dose activity change, negative = cytotoxicity, most hits filed as cytotoxic; 410,000 compounds, 0.76% hits; note: potency is the fitted concentration of half-maximal effect; some results filed as inactive show a strong effect at the top dose
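HepG2 CAGA-GFP cells (1000/well, DMEM with 1% FBS) received compound, then TGF-beta at 500 pg/mL final, and were incubated 18 hours at 37 degrees C. Viability was read by CellTiter-Glo luminescence. Media-only wells were set as complete cell-killing and DMSO as no toxicity.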
Numbers without * were called inactive; i = inactive; u = inconclusive; x = not tested or not shown; & = joins results of further samples; [ ] = another dose, or the depositor's remark. Unless noted, calls come from the whole dose curve; as a rule, active = well fitted curve in the direction sought with a large enough effect; inconclusive = small, poorly fitted or top-dose-only effect, or another doubt; inactive = no such curve, though single readings can be large; an effect the other way counts as inactive or inconclusive.

SMILES	TGFb SMAD3 inh	ATXN2 expr inh	ATXN viability	IL-1B inflam inh	Nrf2 block	A549 tox	Nrf2 activator	MCF10A rerep	HepG2 tox
CCN(CC(=O)Nc1ccc(OC)cc1)C(=O)c1cc(-c2cccs2)nn1-c1ccccc1	10.3%	-11.0%	u	-11.1	-25.7%	-27.8%	-0.8%	u	-21.3%
Cc1ccc2nc(-c3ccccc3F)c(Nc3ccc(Cl)cc3)n2c1	u	x	x	x	u	-18.9%	5.3%	x	-46.9%
COc1ccc(C)cc1NC(=O)CN1C(=O)COc2ccc(S(=O)(=O)N3CCOCC3)cc21	-1.5%&0.0%	8.0%	i	-3.5	-3.9%&19.7%	-0.3%&-0.9%	-0.5%&0.1%	1.0%	8.3%&1.2%
Cc1cccc(NC(=O)CSc2nnc(C)c(=O)n2N)c1C	-4.3%	-3.1%	i	-18.0	-0.4%	-2.5%	0.0%	-5.1%	-2.0%
CCc1nc(N)c(C#N)c(-c2ccncc2)c1C	1.4%	2.6%	i	-0.7	-27.0%	-0.4%	-0.4%	8.0%	13.8%
Cc1ccc(OCC(=O)N/N=C2\CCOc3c(C)cccc32)cc1	u	25.1%	i	-12.6	x	9.0%	0.4%	20.3%	-15.4%
CCC(=O)N1CCc2cc(S(=O)(=O)CCC(=O)NCc3ccc(C)cc3)ccc21	-11.1%&12.6%	2.7%&-2.8%	i	27.1	0.0%&5.6%	0.0%&-0.4%	0.2%&-1.1%	7.5%	-72.5%&-3.0%
COc1ccc(C)cc1N(C)C(=O)Cc1c(C(=O)O)n(C)c2ccccc12	-5.7%	-14.6%	i	9.8	3.3%	-1.4%	0.3%	10.1%	-20.4%
Cn1c(=O)c2[nH]c(-c3cccnc3)nc2n(C)c1=O	-7.0%	8.3%	i	-9.8	4.9%	0.4%	-0.4%	0.8%	8.0%
Cc1cc(C)c(C#N)c(N2CCN(Cc3ccc4c(c3)OCO4)CC2)n1	3.5%	-28.1%	i	-20.5	-26.6%	2.6%	-0.8%	15.2%	-23.6%
COC(=O)c1c(NC(=O)c2c(OC)cccc2OC)sc2c1CCCC2	u	-3.7%	i	x	-20.6%	-0.3%	3.2%	x	-34.0%
CCOc1ccc(OCCCC(=O)N(CC)CC(=O)Nc2c(F)cccc2F)cc1	-8.6%	-5.6%	i	0.5	-16.1%	6.7%	4.0%	4.5%	-13.6%
COc1ccc(OC)c(NC(=O)N2CCCC(CNS(=O)(=O)c3cccs3)C2)c1 (stereo unspecified)	4.6%	-11.1%	i	9.7	-23.7%	3.4%	0.1%	-2.5%	-16.0%
COCC(=O)N1CCN(c2ccc([N+](=O)[O-])cc2)CC1	-2.2%	-3.3%	i	9.3	x	u	0.1%	-5.4%	-22.4%
COCCNC(=O)C1(C)CCCN(C(=O)c2ccc3ccccc3c2)C1 (stereo unspecified)	1.7%	5.2%	i	u	x	x	0.5%	x	-14.2%
O=C(COc1ccccc1Cl)N1CCN(C(=O)c2ccco2)CC1	16.3%	10.4%	u	-1.6	-3.2%	-5.3%	0.3%	4.4%	-0.7%
O=C(NC1CCCC1)C1CCN(S(=O)(=O)c2ccccc2)CC1	-0.9%	3.1%	i	5.4	1.8%	2.9%	2.6%	-3.5%	-1.0%
CCSc1nc(N2CCOCC2)c2c(c1C#N)CC(C)(C)N(C)C2	-2.2%	-0.1%	i	4.1	x	3.2%	-0.5%	6.7%	-4.5%
OCc1ccccc1-c1cnc2sc(NCc3ccc(F)cc3)nn12	4.3%	3.5%	i	1.0	x	x	4.6%	x	-3.4%
CCCC(=O)NCCc1cc2cc(C)c(C)cc2[nH]c1=O	-4.1%	0.9%	i	-3.2	7.6%	2.8%	-0.7%	-3.3%	-7.2%
Cc1[nH]c2ccccc2c1C(=O)C(=O)N(C)C1CCCCC1	-8.5%	-3.4%	i	-14.1	2.0%	0.9%	-0.3%	5.8%	-12.7%
O=C(N/N=C/c1ccccn1)c1c[nH]c2ccccc12	2.1%	29.2%	i	-18.0	u	-6.9%	3.3%	1.9%	3.0%
CCN(C(=O)COC(=O)CNS(=O)(=O)c1ccccc1)c1ccccc1	-23.6%	-17.0%	i	-0.2	u	3.4%	-1.2%	-30.7%[inhibitor]	-2.3%
COc1ccccc1N1CCN(C(=O)c2c(-c3c(F)cccc3Cl)noc2C)CC1	0.0%	-21.3%	i	44.6	-0.6%	-0.6%	-0.5%	u	4.2%
CC(C)(C)c1ccc(C(=O)OCC(=O)NC2CC2)cc1	-12.5%	6.0%	i	25.7	2.8%	-9.6%	2.3%	-16.1%	4.9%

Part of the list above with just ATXN viability:
Structure	ATXN viability
CCN(C(=O)COC(=O)CNS(=O)(=O)c1ccccc1)c1ccccc1	i
Cc1cccc(NC(=O)CSc2nnc(C)c(=O)n2N)c1C	i
COC(=O)c1c(NC(=O)c2c(OC)cccc2OC)sc2c1CCCC2	i

Profiles, quoted from the list. Order of values: TGFb SMAD3 inh | ATXN2 expr inh | ATXN viability | IL-1B inflam inh | Nrf2 block | A549 tox | Nrf2 activator | MCF10A rerep | HepG2 tox
O=C(COc1ccccc1Cl)N1CCN(C(=O)c2ccco2)CC1 is listed as 16.3% | 10.4% | u | -1.6 | -3.2% | -5.3% | 0.3% | 4.4% | -0.7%
Cc1ccc2nc(-c3ccccc3F)c(Nc3ccc(Cl)cc3)n2c1 is listed as u | x | x | x | u | -18.9% | 5.3% | x | -46.9%

Remaining list, next part:
SMILES	TGFb SMAD3 inh	ATXN2 expr inh	ATXN viability	IL-1B inflam inh	Nrf2 block	A549 tox	Nrf2 activator	MCF10A rerep	HepG2 tox
CC1CN(C(=O)COC(=O)c2ccc(C#N)cc2)CC(C)O1 (stereo unspecified)	24.2%	5.4%	i	-14.9	-4.1%	1.4%	-0.3%	-0.3%	4.7%
COc1cccc(CNc2nc3nc(C)cc(C)n3n2)c1	-0.3%	24.1%	i	-12.4	15.9%	-0.6%	0.6%	-0.2%	-0.5%
O=C(CCC1CC(=O)Nc2ccccc21)NCc1ccccc1 (stereo unspecified)	-7.4%	19.1%	i	6.9	x	-0.4%	-0.8%	-22.4%	9.1%
C/C(=N\NC(=O)c1cc(C)nc2ccccc12)c1ccco1	0.8%	-17.0%	i	18.1	0.0%	9.5%	11.7%	1.1%	-1.4%
CN(C)c1ccc(/C=N/c2cc(-c3ccccc3)nn2-c2ccccc2)cc1	18.5%	2.6%	i	u	-10.8%	-14.1%	0.0%	u	-3.5%
COc1ccccc1C1C(C(=O)c2cc3ccccc3o2)=C(O)C(=O)N1c1cc(C)on1 (stereo unspecified)	-2.1%	x	i	-3.8	-12.4%	-4.7%	18.5%	u	-17.0%
CC1CCCN(S(=O)(=O)c2cc(C(=O)NCc3ccco3)ccc2Cl)C1 (stereo unspecified)	u	x	u	-17.2	u	-7.4%	5.8%	9.1%	-18.9%
Cc1sc2ncn(CC(=O)N3CCN(c4ccccc4F)CC3)c(=O)c2c1S(=O)(=O)N1CCC(C)CC1	-27.6%	1.5%	i	x	-0.6%[9.27 µM]	-0.6%	0.6%	x	-7.6%
O=C(c1cc(COc2cccc(C(F)(F)F)c2)on1)N1CCSCC1	-19.1%	-0.9%	i	0.0	-11.1%	3.0%	0.5%	-0.8%	-25.5%
Cc1ccc(Cl)c(OC(=O)c2ccc(N3CCOCC3)c([N+](=O)[O-])c2)c1	-3.1%	-6.9%	i	19.6	2.6%	-6.7%	-0.7%	2.8%	-27.4%
Cc1ccc(NCc2nnc(SCC(=O)N3CCCCC3)n2CC2CCCO2)c(C)c1 (stereo unspecified)	-19.1%	2.1%	i	0.0	u	8.0%	-0.1%	12.9%	-10.2%
COC(=O)[C@H](CC(C)C)NC(=O)Cn1cnc(C(=O)Nc2ccc(C)c(C)c2)n1	-5.2%	25.5%	i	56.9	6.4%	-3.2%	3.3%	-2.4%	-5.8%
O=C(COc1ccccc1)NCC(=O)Nc1ccc(S(=O)(=O)NCc2ccco2)cc1	-32.2%	0.2%	i	21.0	18.8%	-4.3%	5.9%	-1.1%	-1.2%
CC1CCN(C(=O)CCCNC(=O)Cn2cnc3sc4c(c3c2=O)CCCC4)CC1	8.5%	3.9%	i	33.5	15.6%	7.0%	-0.4%	-0.9%	-19.1%
CC(C)CSc1nnc2c3ccccc3n(C)c2n1	-13.9%	89.3%[activator]	i	-19.7	u	6.1%	27.1%	u	-27.0%
CCOc1ccc(S(=O)(=O)N(C(C)=O)c2ccc3oc(C)c(C(=O)OC)c3c2)cc1	u	x	x	x	2.06µM*	-11.7%	-2.0%	x	-30.9%
CC(C)(C)C(=O)Nc1cccc(OC(F)(F)C(F)Cl)c1 (stereo unspecified)	-6.2%	-0.9%[11.3 µM]	i	24.5	1.3%	2.3%	-0.4%	4.8%	-10.9%
CCCCC(CC)CNC(=O)c1ncn[nH]1 (stereo unspecified)	-1.2%	x	i	-10.8	12.1%	1.3%	-0.3%	11.8%	0.3%
CC1CCCCN1C(=O)CSc1nc(C2CC2)nc2ccccc12 (stereo unspecified)	-0.5%	-31.9%	i	-76.5*	-2.6%	3.0%	7.0%	u	-11.8%
COCCN(C(=O)COC(=O)Cc1coc2cc3c(cc12)CCC3)c1c(N)n(Cc2ccccc2)c(=O)[nH]c1=O	13.0%	-2.2%	i	-12.3	-4.7%	1.4%	3.2%	6.4%	-0.5%

Marked active in IL-1B inflam inh, of those listed so far:
Compound	IL-1B inflam inh	Nrf2 activator
CC1CCCCN1C(=O)CSc1nc(C2CC2)nc2ccccc12 (stereo unspecified)	-76.5*	7.0%

Rows are unselected; any-hit rate near 8.8%.
